FLuc counter: qHTS profiling assay for firefly luciferase inhibitor/activator using purifed enzyme and Km concentrations of substrates (counterscreen for miR-21 project); Luciferin 4-monooxygenase (Photinus pyralis), P08659; purified FLuc, Km substrates, luminescence inhibition; Potency, µM (titrated, usually from 57.5 µM), inactives show top-dose activity change, negative = inhibition, most hits filed as inhibitors; 360,000 compounds, 6.9% hits; AID 588342, 2011;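 note: plate controls were vehicle for no effect and reference inhibitor for full effect; nearly all actives have a fitted effect of over 55% in size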
Target sequence (P08659 whole entry, looked up): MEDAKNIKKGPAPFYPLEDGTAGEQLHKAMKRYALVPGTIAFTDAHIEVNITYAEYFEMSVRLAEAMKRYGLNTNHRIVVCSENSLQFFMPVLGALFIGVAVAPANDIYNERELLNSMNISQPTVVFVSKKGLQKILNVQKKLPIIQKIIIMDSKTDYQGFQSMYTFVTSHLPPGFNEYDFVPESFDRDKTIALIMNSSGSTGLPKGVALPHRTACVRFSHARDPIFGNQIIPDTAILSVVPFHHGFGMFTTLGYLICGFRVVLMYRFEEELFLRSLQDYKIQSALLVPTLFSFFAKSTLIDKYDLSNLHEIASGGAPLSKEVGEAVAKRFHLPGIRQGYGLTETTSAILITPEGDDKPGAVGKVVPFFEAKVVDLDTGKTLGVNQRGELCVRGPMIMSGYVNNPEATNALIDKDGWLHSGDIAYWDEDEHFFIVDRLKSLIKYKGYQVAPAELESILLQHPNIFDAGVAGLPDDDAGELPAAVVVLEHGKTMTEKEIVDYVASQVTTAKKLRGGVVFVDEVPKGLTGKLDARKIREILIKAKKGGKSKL
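Purified P. pyralis luciferase, 10 nM final, with Km-level 10 uM D-luciferin and 10 uM ATP in 50 mM Tris acetate pH 7.5, 10 mM Mg acetate, 0.01% Tween-20, 0.05% BSA; 6-point qHTS titration about 60 µM downward; luminescence read.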
BRCA1 expr act: qHTS Assay to Identify Small Molecule Activators of BRCA1 Expression; MCF7-BRCA1-FFLuc reporter, luminescence, 48 h; response scale: scaled: vehicle 0%, 10 µM genistein 100%; Potency, µM (titrated, usually from 46.1 µM), for inactives: at the top dose activation, usual class: activators; 380,000 compounds, 1.1% hits; AID 624202, 2012; note: nearly all actives have a fitted effect of over 80% in size; some results filed as inactive show a strong effect at the top dose
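Cells: MCF7-BRCA1-FFLuc, 2000/well. Exposure: 48 h, 37 °C, 5% CO2. Read: luminescence, 15 min post-substrate. Controls: genistein 10 microM (maximal activation), DMSO (neutral).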
Rab9 prom act: qHTS Assay for Rab9 Promoter Activators. Huh7 Rab9 promoter-luciferase reporter, luminescence, 24 h. Potency, µM (doses to about 9.22 µM), for the others: at the highest dose activation, negative = inhibition, usual class: activators. 320,000 compounds, 2.8% hits; note: % of control where 0% means no effect; nearly all actives have a fitted effect of over 60% in size
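Huh7 cells stably carrying Rab9 promoter–luciferase reporter, plated 1500 cells/well, compound added after 2 h and incubated 24 h at 37 °C; luciferase luminescence then read after 10 min with detection reagent.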
VP16 counter: VP16 counterscreen qHTS for inhibitors of ROR gamma transcriptional activity. Drosophila S2 Gal4-VP16 UAS-luciferase, luminescence, 20 h. Potency, µM (highest dose often 53.6 µM), for the others: at the highest dose activity, negative = inhibition, most hits filed as inhibitors. 310,000 compounds, 3.5% hits. AID 2546, 2010;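 note: Gal4-VP16 expression switched on by copper sulfate through the metallothionein promoter; % is set by controls: 0 for no effect and ±100 for the full control effect; nearly all actives have a fitted effect of over 50% in size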
p53 reactivation: qHTS assay for re-activators of p53 using a Luc reporter; H1299 p53-A138V BP100-luciferase reporter, luminescence, 24 h; Potency, µM (doses to about 92.2 µM), for the others: at the highest dose activity change, positive = activation, most hits filed as activators; 320,000 compounds, 0.063% hits; note: % of control where 0% means no effect; nearly all actives have a fitted effect of over 45% in size
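H1299 (p53-null), stable ts p53-A138V + BP100-Luc; 1000 cells/well, Opti-MEM/10% FBS; cpd 4 pt, 1:5; 24 h, 37 deg C, 5% CO2; detection reagent 10 min RT; luminescence.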
MBNL1-CUG inh: qHTS Assay for Inhibitors of MBNL1-poly(CUG) RNA binding; Muscleblind-like protein 1 (Homo sapiens), Q9NR56; Potency, µM (doses to about 57.5 µM), for the others: top-dose activity change, negative = inhibition, usual class: inhibitors; 280,000 compounds, 0.036% hits; TR-FRET MBNL1-His/biotin-(CUG)12 binding, 665/545 ratio; AID 2675, 2010; active = well fitted inhibition curve with a large enough effect in the signal ratio, with a control signal flat, not every such curve was filed as active; inconclusive = small, poorly fitted or top-dose-only effect, or effect the other way, or a change in a side signal; inactive = no such curve, though single readings can be large or run the other way; the % refers to the signal ratio; note: % is set by controls: 0 for no effect and ±100 for the full control effect
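Compounds (final 92 nM to 58 uM) are added to His-tagged MBNL1 and biotin-(CUG)12, then terbium anti-His antibody and streptavidin-XL665 (5 nM final). After 60 min at room temperature, the 665/545 nm ratio is read.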
uPA generation: qHTS for Inhibitors of Cell Surface uPA Generation; cell surface uPA generation assay, qHTS; Potency, µM (series often up to 38.3 µM), for the others: at the top dose activity change, negative = inhibition, hits mostly inhibitors; 330,000 compounds, 0.31% hits; AID 540303, 2011; active = well fitted inhibition curve with a large enough effect; inconclusive = small, poorly fitted or top-dose-only effect; inactive = no such curve, though single readings can be large or run the other way; tested in mouse RAW 264.7 cells; note: % is set by controls: 0 for no effect and ±100 for the full control effect; nearly all actives have a fitted effect of over 55% in size
RORg inh: qHTS for inhibitors of ROR gamma transcriptional activity; Nuclear receptor ROR-gamma (Mus musculus), P51450; Drosophila S2 Gal4-RORgamma UAS-luciferase reporter, 20 h; Potency, µM (titrated, usually from 53.6 µM), for inactives: at the top dose activity change, negative = inhibition, usual class: inhibitors; 310,000 compounds, 5.4% hits; note: % is set by controls: 0 for no effect and ±100 for the full control effect; nearly all actives have a fitted effect of over 60% in size
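In this cell-based reporter format, copper sulfate (700 uM final) drives Gal4–ROR gamma fusion expression from a metallothionein promoter in Drosophila Schneider cells; compounds preincubated 1 hr, reporter read after 20 hr at ambient temperature.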
NPC1 promoter act: qHTS Assay for NPC1 Promoter Activators. Huh7 NPC1 promoter luciferase reporter, 24 h. Potency, µM (titrated, usually from 9.22 µM), for the others: top-dose activation, actives largely listed as activators. 320,000 compounds, 2.4% hits. AID 485313, 2010;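 note: % of control where 0% means no effect; nearly all actives have a fitted effect of over 60% in size; reporter is driven by a mutant NPC1 promoter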
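Luminescence from an NPC1 promoter-driven luciferase reporter in stably transfected Huh7 cells was measured after 24 h compound treatment at 37 °C, followed by 10 min ambient incubation with luciferase detection reagent.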
ELG1 genotox: qHTS screen for small molecules that induce genotoxicity in human embryonic kidney (HEK293T) cells expressing luciferase-tagged ELG1; Potency, µM (top dose mostly 46 µM), for inactives: at the top dose activity change, positive = activation, hits mostly activators; 330,000 compounds, 1.3% hits; HEK293T ELG1-luciferase reporter, luminescence, 16 h; AID 504466, 2011; note: % of control where 0% means no effect; nearly all actives have a fitted effect of over 60% in size
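Genotoxicity was scored as increased ELG1-luciferase reporter signal, measured by ONE-Glo luminescence (30 min, room temperature). Compound or vehicle exposure of the HEK293T reporter cells lasted 16 hr at 37°C.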
* = called active by the depositor; ? = inconclusive; . = not tested or not shown; & = joins results of further samples. Unless noted, calls come from the whole dose curve; as a rule, active = well fitted curve in the direction sought with a large enough effect; inconclusive = small, poorly fitted or top-dose-only effect, or another doubt; inactive = no such curve, though single readings can be large; an effect the other way counts as inactive or inconclusive. Potency is the fitted concentration of half-maximal effect. Not a hit list, and some 13% of all compounds hit somewhere here.

Order of values – MBNL1-CUG inh	RORg inh	uPA generation	NPC1 promoter act	VP16 counter	Rab9 prom act	p53 reactivation	FLuc counter	BRCA1 expr act	ELG1 genotox
N/C(=N\OC(=O)c1cccnc1)c1ccc(Cl)cc1Cl
 : 0%	3%	1%	12%	-9%	?	8%	?	66%	?
CCc1c(C)c(C#N)c2nc3ccccc3n2c1NCC1CCCO1 (stereo not given)
 : 18%	-22%	0%	-3%	11%	1%	-7%	-2%	-16%	-5%
CC(C(=O)N1CCc2ccccc2C1)N(c1ccccc1)S(C)(=O)=O (stereo not given)
 : 10%	.	1%	-2%	.	2%	.	-1%	10%	3%
Cn1nc(C(=O)Nc2nc(-c3ccccn3)cs2)c2ccccc2c1=O
 : .	.	-21%	-3%	.	1%	3%	-4%	-65%	-4%
Cc1ccccc1-n1ncc(C(C)NS(=O)(=O)c2sccc2C)c1C (stereo not given)
 : -1%	-12%	-1%	1%	1%	1%	-17%	2%	-21%	-12%
O=C(NCCc1ccccc1)c1ccc(S(=O)(=O)N2CCCC2)cc1
 : .	.	-3%	10%	.	14%	18%	-7%	?	3%
Cc1ccc(C2(C)CC(C)(C)N(C(=O)CSc3nnc(C)s3)c3ccccc32)cc1 (stereo not given)
 : .	-1%	-10%	-4%	-22%	-4%	-1%	-2%	-51%	-1%
CCOC(=O)c1ccccc1NC(=O)C1CCCO1 (stereo not given)
 : -13%	10%	8%	0%	6%	1%	.	3%	-6%	-1%
O=C(NCCS(=O)(=O)c1ccc(Br)cc1)c1ccc(Cl)cc1
 : -7%	0%	6%	-2%	-6%	2%	-21%	5%	9%	-4%
CCC(CC)C(=O)NCc1ccccc1Cl
 : -10%	7%	-9%	5%	0%	5%	-2%	2%	25%	0%
CC(=O)c1cccc(NC(=O)CN2C(=O)NC(C)(C)C2=O)c1
 : .	.	-1%	.	.	.	0%	.	1%	4%
O=C(N/N=C/c1ccc(O)cc1)c1ccc(NC(=O)c2ccccc2Br)cc1
 : 0%	-33%	2%	-1%	-24%	-6%	0%	?	-18%	-1%
N#Cc1cccc(NC(=O)COC(=O)CCc2ccc(S(=O)(=O)N3CCOCC3)cc2)c1
 : .	.	-10%	3%	.	3%	4%	0%	-2%	-3%
COc1ccc(NC(=O)CN(C)C(=O)c2cc3c(s2)CCCCC3)cc1
 : -2%	11%	6%	12%	12%	2%	-5%	?	5%	0%
CN(C)c1ccc(CNC(=O)c2cc(S(=O)(=O)N3CCOCC3)cn2C)cc1
 : 0%	24%	4%	0%	0%	3%	.	4%	0%	-3%
COc1ccc(NC(=O)CN(C)S(=O)(=O)c2cnc[nH]2)cc1
 : -3%	-3%	1%	-3%	0%	15%	1%	-3%&-6%	0%	3%
Cc1ccc(C(=O)Nc2nnc(S(=O)(=O)N3CCOCC3)s2)cc1
 : -3%	27%	-2%	4%	3%	?	15%	-23%&-15%	-5%	0%
COC(=O)c1ccccc1NC(=O)CSc1n[nH]c(C)n1
 : -5%	-12%	0%	-2%	4%	0%	-12%	-1%&2%	?	3%
CCN(CC(=O)Nc1c(F)cccc1F)C(=O)c1cc2c(cc1Cl)N1CCCCCC1=NS2(=O)=O
 : .	.	1%	-8%	.	-4%	7%	0%	-27%	1%
CCOC(=O)c1c(NC(=O)c2ccco2)sc2c1CCCC2
 : 10%	0%	0%	9%	-4%	1%	0%	3%	-58%	12%

2 compounds from above, showing only ELG1 genotox and NPC1 promoter act.
Structure | ELG1 genotox | NPC1 promoter act
Cc1ccc(C2(C)CC(C)(C)N(C(=O)CSc3nnc(C)s3)c3ccccc32)cc1 (stereo not given) | -1% | -4%
COC(=O)c1ccccc1NC(=O)CSc1n[nH]c(C)n1 | 3% | -2%

Structural class: those above with four or more nitrogen atoms.
Order of values – MBNL1-CUG inh	RORg inh	uPA generation	NPC1 promoter act	VP16 counter	Rab9 prom act	p53 reactivation	FLuc counter	BRCA1 expr act	ELG1 genotox
CCc1c(C)c(C#N)c2nc3ccccc3n2c1NCC1CCCO1 (stereo not given)
 : 18%	-22%	0%	-3%	11%	1%	-7%	-2%	-16%	-5%
Cn1nc(C(=O)Nc2nc(-c3ccccn3)cs2)c2ccccc2c1=O
 : .	.	-21%	-3%	.	1%	3%	-4%	-65%	-4%
CN(C)c1ccc(CNC(=O)c2cc(S(=O)(=O)N3CCOCC3)cn2C)cc1
 : 0%	24%	4%	0%	0%	3%	.	4%	0%	-3%
COc1ccc(NC(=O)CN(C)S(=O)(=O)c2cnc[nH]2)cc1
 : -3%	-3%	1%	-3%	0%	15%	1%	-3%&-6%	0%	3%
Cc1ccc(C(=O)Nc2nnc(S(=O)(=O)N3CCOCC3)s2)cc1
 : -3%	27%	-2%	4%	3%	?	15%	-23%&-15%	-5%	0%
COC(=O)c1ccccc1NC(=O)CSc1n[nH]c(C)n1
 : -5%	-12%	0%	-2%	4%	0%	-12%	-1%&2%	?	3%
CCN(CC(=O)Nc1c(F)cccc1F)C(=O)c1cc2c(cc1Cl)N1CCCCCC1=NS2(=O)=O
 : .	.	1%	-8%	.	-4%	7%	0%	-27%	1%
